Screens: PubChem, several laboratories
Redox H2O2 prof: compounds producing H2O2 with reducing agent – biochemical, NIH compound library profiling, artefact control for MLSCN library redox annotation, primary screen | DTT-dependent redox cycling H2O2, phenol red/HRP absorbance; 100% = 100 µM peroxide control, 0% = buffer | activation, % at 10 µM | 200,000 tested, 0.03% active | AID 878;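 active means activation of at least 50% relative to the plate's high and low controls in the primary single-dose screen; inactive means activation below 50%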;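 further: compound incubated with DTT at 0.8 mM final as the reducing agent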
Hsp70 act: switches on Hsp70 transcription. activation, % at 10 µM. 200,000 tested, 0.04% active. HeLa Hsp70 promoter luciferase reporter, luminescence; scaled: vehicle 0, proteasome-inhibitor control 100%;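 active means activation above the mean across all tested compounds plus 3 SD, cutoff set per campaign, cut at about 5.5% in these data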;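 further: 100% = MG132 at 30 µM as the positive control and 0% = DMSO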
HMGR II inh: blocks class II HMG-CoA reductase of Enterococcus faecalis; purified E. faecalis HMGR, NADPH absorbance 340 nm kinetic; inhibition, % at 10 µM; 190,000 tested, 0.41% active; AID 1066;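 active means inhibition above a set limit, the median over all tested compounds plus 3 SD, cut at about 9.5% in these data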;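 further: enzyme runs in reverse so mevalonate oxidation gives rising NADPH absorbance; 0% = complete reaction with DMSO and 100% = background rate lacking mevalonate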
FLuc stim CS: firefly luciferase counter-screen for stimulation assays | AID 1027 | 200,000 tested, under 10 active | P08659 | ATPlite luciferase biochemical, luminescence, 10 min; 0 = ATP-free wells, 1 = DMSO control | activation factor at 10 µM;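 active means luciferase activation factor, scaled between plate controls, of at least 2 with compound at 10 µM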
Target sequence (P08659 whole entry, looked up): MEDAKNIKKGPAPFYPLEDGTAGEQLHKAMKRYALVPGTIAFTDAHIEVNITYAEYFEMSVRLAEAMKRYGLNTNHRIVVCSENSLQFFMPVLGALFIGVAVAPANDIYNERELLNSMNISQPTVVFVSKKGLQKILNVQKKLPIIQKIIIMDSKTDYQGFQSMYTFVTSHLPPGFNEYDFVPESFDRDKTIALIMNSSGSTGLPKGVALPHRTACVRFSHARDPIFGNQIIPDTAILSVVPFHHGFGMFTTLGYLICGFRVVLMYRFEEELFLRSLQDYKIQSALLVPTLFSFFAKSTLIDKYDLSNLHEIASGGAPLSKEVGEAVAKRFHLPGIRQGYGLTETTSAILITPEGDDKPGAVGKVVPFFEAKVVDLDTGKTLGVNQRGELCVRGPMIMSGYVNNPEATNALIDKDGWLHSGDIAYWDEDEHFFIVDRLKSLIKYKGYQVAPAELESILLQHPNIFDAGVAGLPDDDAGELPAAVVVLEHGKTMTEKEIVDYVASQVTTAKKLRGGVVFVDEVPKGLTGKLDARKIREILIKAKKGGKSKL
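System: luciferase plus luciferin reagent, cell-free; medium: PBS as buffer for the ATP substrate; dosing: test compounds dosed from 2 mM stocks in 100% DMSO; timing: 10 min post-reagent at room temperature; measured by: luminescence measurement of luciferase light output; evaluation: luciferase activation, seen as luminescence increase over controls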
FLuc inh counter: inhibits firefly luciferase, flagging false hits in luciferase inhibition screens. P08659. ATPLite firefly luciferase biochemical luminescence, 10 min. inhibition, % at 10 µM. 200,000 tested, 1.5% active. AID 1006;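 active means inhibition above about 50% when tested at 10 µM, limit read from the data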
APP transl inh: APP translation inhibition | SH-SY5Y APP 5'UTR-luciferase reporter, luminescence | inhibition, % at 2 µM | 190,000 tested, 0.82% active | AID 1285;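 active means inhibition above a set limit, derived from the sample mean plus 3 SD, cut at about 45% in these data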; further: values of inactives mirror those of a sister screen read the other way
NF-kB neuron act: NF-kB expression increase, human neuronal cells | NF-kB reporter expression; active compounds read high | fold change at 12.5 µM | 190,000 tested, 1.6% active; in the data active means fold change above about 3.3
APP 5'UTR act: APP 5'UTR luciferase reporter activation; SH-SY5Y APP 5'UTR luciferase reporter, luminescence; zero percent = DMSO vehicle wells; activation, % at 2 µM; 190,000 tested, 1% active;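 active means activation above a set limit, based on mean plus 3 SD of controls, cut at about 140% in these data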; further: values of inactives mirror those of a sister screen read the other way
G6PDH CS: inhibits Leuconostoc G6PDH, flagging false hits in G6PDH-based assays; AID 1020; Purified L. mesenteroides G6PDH, diaphorase/resazurin coupled fluorescence, 45 min; 200,000 tested, 0.12% active; inhibition, % at 5 µM; in the data active means inhibition above about 50%
STAT1 act: activators of IFN-gamma induced STAT1 signaling; NIH 3T3 STAT1-luciferase reporter, luminescence; 100% = IFN-gamma alone, no compound; activation (% of control), % at 5.5 µM; 200,000 tested, 2.6% active;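 active means activation above the screen-wide mean activation plus 3 SD, cut at about 130% in these data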;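 further: raw ratio to IFN-gamma control signal so 100% means no change and 0% no light; values of inactives mirror those of a sister screen read the other way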
Numbers without * were called inactive; nt = no result given. No enrichment for hits. Share with any hit: about 5.3%.

SMILES	Redox H2O2 prof	Hsp70 act	HMGR II inh	FLuc stim CS	FLuc inh counter	APP transl inh	NF-kB neuron act	APP 5'UTR act	G6PDH CS	STAT1 act
Cc1ccc(C(=O)NNC(=O)c2cccnc2SCc2cccc([N+](=O)[O-])c2)cc1	0.2	-0.2	-0.3	1	-2.2	6.2	0.99	-6.2	8.5	107.2
CCN1C(=O)/C(=C\N2CCN(c3ccccc3)CC2)SC1=S	-1.6	0.0	-1.0	1	-1.6	4.6	0.86	-4.6	2.5	107.5
CCCN1CN(Cc2ccccc2)CNC1=S	0.0	-0.2	-1.7	0.9	5.5	10.9	1.21	-10.9	-0.8	102.6
COc1ccc(CNC(=O)c2cnc3scc(C)n3c2=O)cc1	-0.6	-0.4	-3.4	1	-3.2	5.4	0.88	-5.4	-0.9	99.3
Cc1ccc(C)c(N2CCN(CCCNC(=O)Cn3cccc3C(=O)c3ccccc3)CC2)c1	1.1	-0.3	-8.3	1	-4.4	5.0	0.69	-5.0	-0.6	92.7
CCc1nc2ccccc2n1CC(=O)Nc1cc(C)on1	-1.1	-0.2	-2.6	1	0.4	-18.4	0.83	18.4	1.9	115.7
CC(=O)COC(=O)C1CC(=O)N(c2ccc(C)c(C)c2)C1 (stereo unspecified)	-0.3	-0.1	-1.6	1.1	-5.6	2.9	0.91	-2.9	7.0	97.3
CNC(=S)NNC(=O)c1sccc1OCc1ccccc1	-4.0	-0.1	-1.3	1	-2.6	-0.1	1.14	0.1	-1.2	105.3
NC(=O)/C(=N\OC(=O)c1ccco1)c1nc(-c2ccc(Br)cc2)cs1	0.8	-0.2	-1.5	1	-3.1	37.1	1.49	-37.1	6.4	110.8
Cc1ccc2c(Cl)cc(Cl)c(OCC(=O)Nc3cc(C)on3)c2n1	-8.2	-0.4	2.4	1.1	-7.3	-25.9	1.03	25.9	6.7	86.8
Cc1ccc(NC(=O)CSc2nnc(Cn3c(=O)sc4ccccc43)n2C)cc1Cl	-1.3	0.0	-0.1	1	0.3	-5.6	1.02	5.6	3.5	104.6
COC(=O)CSC(=S)N1C(C)CCCC1C (stereo unspecified)	-1.0	-0.2	0.2	1	-3.3	-16.2	nt	16.2	-3.3	96.9
Cc1cc(Nc2ccc(F)cc2C)n2nc(C)nc2n1	-1.4	-0.3	-5.5	1	-4.0	18.7	1.14	-18.7	-2.4	97.5
CCCC(C)C(=O)Nc1nc(C)c(-c2csc(Nc3ccccc3OC)n2)s1 (stereo unspecified)	-4.3	-0.1	-9.3	1.1	-9.0	-15.9	1.01	15.9	4.1	102.8
C/C(N)=C(/C#N)C(=O)CSc1nnc(Nc2cccc(C)c2C)s1	-1.9	0.7	3.8	1.1	-5.3	-30.3	2.21	30.3	2.1	122.1
O=C(Nc1ccc2c(c1)CCC2)c1ccccc1	0.3	-0.5	-1.9	0.4	62.2*	-171.7	7.98*	171.7*	13.0	181.2*
Cc1cc(Nc2ccccc2)nn1C(=O)c1ccc(Br)cc1	0.4	-0.4	3.0	1	-1.2	-5.6	1.05	5.6	7.7	98.2
Cc1ccc(C(=O)CSc2nnc3ccccn23)c(C)c1	0.1	0.0	-2.0	0.8	24.2	-167.4	4.08*	167.4*	10.2	119.4
Cc1ccc(/C=N/NC(=O)c2ccoc2C)s1	0.0	-0.1	-0.8	0.7	26.4	-78.7	2.28	78.7	0.8	139.2*
CC(=O)Nc1ccc(N/C(N)=N/c2nc(C)cc(C)n2)cc1	-2.1	-0.3	-2.4	1.1	-6.7	9.6	0.84	-9.6	-1.0	91.8
Cc1c(CCOC(=O)CC23CC4CC(CC(C4)C2)C3)sc[n+]1Cc1ccccc1	-7.7	-0.5	1.6	1.1	-7.2	-9.7	1.7	9.7	-5.2	93.6
CN(Cc1ccccc1F)c1nc(-c2cccs2)nc2ccccc12	1.2	-0.2	-3.1	1	-3.3	6.2	0.91	-6.2	8.6	99.5
COc1ccc(NC(=S)NNC(=O)C2CC2c2ccc(C)cc2)cc1 (stereo unspecified)	0.2	-0.2	-6.9	1	-3.3	12.3	0.97	-12.3	1.2	101.5
O=C(CCCN1C(=O)CCC1=O)Nc1ccc2c(c1)OCO2	0.9	-0.3	-3.3	1	2.3	-14.9	1.29	14.9	1.4	99.4
CCOc1cccc2c1OC1(C)CC2NC(=O)N1c1ccc(OC)cc1 (stereo unspecified)	-0.4	-0.4	-2.8	1.1	-5.7	-10.0	0.82	10.0	-11.7	100.6
CCC(C(=O)NCc1ccncc1)c1ccccc1 (stereo unspecified)	-0.3	0.0	-5.0	1	-4.1	13.1	1.09	-13.1	11.3	103.4
CCCn1c(C(O)c2ccc3c(c2)OCO3)nc2ccccc21 (stereo unspecified)	-2.7	-0.1	0.3	1	-0.7	-3.9	1.13	3.9	1.5	93.7
Cc1sc(NC(=O)C2CCCCC2C(=O)O)c(C(N)=O)c1-c1ccc(C(C)(C)C)cc1 (stereo unspecified)	0.2	-0.2	-9.6	1.1	-8.2	-30.5	1.32	30.5	4.7	99.1
Cc1ccccc1NC(=S)Nc1cccc2cnccc12	-1.6	-0.2	-2.5	1.1	-5.7	-11.2	1.11	11.2	20.7	100.8
O=C(NC(=S)NCCN1CCOCC1)c1ccccc1Cl	-4.7	-0.3	-0.2	1.1	-7.7	15.2	1.03	-15.2	4.9	97.5
O=S(=O)(N1CCCCC1)N1CCN(c2cc(Cl)ccc2Cl)CC1	-0.3	-0.5	-2.0	1	-0.2	-0.7	0.85	0.7	19.6	98.5
FC(F)(F)c1ccccc1NC(=S)N1CCN(Cc2ccc3c(c2)OCO3)CC1	-0.1	-0.1	-6.4	1	-1.8	-5.0	1.05	5.0	7.6	103.3
CC(=O)c1cccc(CN2CCC(CO)(CCCc3ccccc3)CC2)c1	-0.9	-0.2	-0.2	1	-3.5	-0.9	0.94	0.9	16.1	101.0
CC(=O)c1cccc(NC(=S)N2c3ccccc3CC2C)c1 (stereo unspecified)	-0.5	0.3	-2.4	1.1	-7.9	-11.8	0.8	11.8	9.9	99.9
C=CCNC(=O)c1ccccc1NC(=O)c1ccccc1N(C)S(C)(=O)=O	0.4	-0.1	-3.8	1	-2.1	-14.7	0.98	14.7	8.5	101.3
CC1CCN(CCCNC(=O)c2cc3c(=O)n(C)c4ccccc4c3n2C)CC1	-2.7	-0.1	-4.9	1	-2.4	3.8	1.44	-3.8	-5.5	98.6
COc1ccccc1-c1nnc(N(C)C(=O)C2CCCO2)s1 (stereo unspecified)	1.4	0.1	-2.8	0.9	8.7	-6.0	1.43	6.0	1.0	106.2
Clc1cccc(-c2cc3nc4c(c(NCc5ccco5)n3n2)CCCC4)c1	-4.2	0.1	0.9	0.9	6.2	-130.9	1.96	130.9	5.4	153.6*
Cc1ccc(NC(=S)NCCC2=CCCCC2)cc1	-0.8	0.0	-5.1	1	2.5	-94.7	3.02	94.7	6.1	127.6
Fc1ccccc1Nc1n[nH]c(=S)s1	0.8	0.3	-7.4	0.9	14.4	-48.1	0.91	48.1	-3.5	117.5
CCN(CC)S(=O)(=O)c1ccc(C(=O)Oc2ccc3c(c2)OCO3)cc1	1.6	0.0	-0.8	1	-3.4	8.4	1.06	-8.4	-18.2	100.2
O=C(OCCOc1ccccc1Cl)c1ccc(-n2cnnn2)cc1	2.1	0.1	-9.2	1.1	-6.7	-13.6	1.25	13.6	11.7	111.9
O=C(Oc1ccc(Cl)cc1)c1ccc(N2CCOCC2)c([N+](=O)[O-])c1	0.3	-0.1	-7.8	1.1	-5.9	-3.4	1.13	3.4	2.0	91.0
CCOC(=O)C1CCN(C(=O)CCCN2C(=O)c3ccccc3C2=O)CC1	0.4	-0.1	-0.4	1	-3.6	9.7	1.01	-9.7	-10.5	103.1
O=C1CSC(c2cccc([N+](=O)[O-])c2)N1c1ccc(O)cc1 (stereo unspecified)	-0.7	-0.3	1.6	1	1.1	-6.9	1.04	6.9	11.8	101.6
CCOC(=O)c1cc(CC)sc1NC(=O)Cc1ccsc1	0.2	-0.1	-0.2	1.1	-7.1	-9.6	1.25	9.6	5.0	93.4
Cc1ccc(SCCC(=O)Nc2cccc(N(C)S(C)(=O)=O)c2)cc1	0.1	-0.5	-2.0	1	-2.7	-3.9	0.87	3.9	7.1	100.9
CC(C)C(=O)Nc1ccccc1C(=O)OCC(=O)c1ccc2c(c1)OCCO2	0.0	0.1	-5.8	0.4	61.9*	-30.8	0.85	30.8	-22.3	138.9*
CCCCc1nnc(NC(=O)CSc2nc(N)cc(=O)[nH]2)s1	-0.3	-0.3	-2.9	1	4.0	0.9	0.97	-0.9	8.1	94.2
O=C(NCCCN1CCCC1=O)c1ccc(Cl)c(Cl)c1	0.3	-0.1	-4.2	1.1	-5.4	5.8	1.22	-5.8	-18.2	97.5
CCN1C(=O)c2cccc3c(NC(=O)c4ccc(OC)c(OC)c4)ccc1c23	-0.3	-0.1	-4.8	1.1	-5.4	-0.6	0.72	0.6	-33.1	89.9
COc1ccc2nc(NC(=O)CCc3ccc(OC)c(OC)c3)sc2c1	0.1	-0.2	-0.8	1	-1.2	-0.2	1.04	0.2	-4.7	106.1
CC1Cc2ccccc2N1C(=O)CCS(=O)(=O)c1cccs1 (stereo unspecified)	-1.2	-0.2	-3.2	1	1.8	3.1	1.22	-3.1	15.8	107.4
O=C(Nc1nc2ccccc2[nH]1)C1CC(=O)N(c2ccc3c(c2)OCCO3)C1 (stereo unspecified)	0.3	-0.2	1.4	1	-4.7	-19.6	1.3	19.6	9.7	94.3
COc1ccc(C(=O)Nc2ccc3oc(-c4cccnc4)nc3c2)cc1OC	-0.1	-0.6	-0.2	1	-0.2	-19.9	0.64	19.9	6.1	96.3
CCOC(=O)c1ccccc1NC(=O)CN(c1ccccc1)S(=O)(=O)N(C)C	-0.3	-0.4	0.5	1	-4.0	-7.5	0.97	7.5	6.9	101.4
